NS5 inhibitors: flavivirus cap methylation enzyme inhibition – biochemical, confirmation dose response, primary screen (AID 588689); Dengue-2 NS5 methyltransferase capping enzyme assay, biochemical; higher % means a stronger effect; 340,000 compounds, 0.3% hits; inhibition, % at 25 µM; hits with a dose series show IC50 in µM; in the data active = a potency from the dose series
RSV CPE inhibition: inhibition of RSV-induced cytopathic effect – HEp-2 cells, primary 10 µM value included (AID 2391); HEp-2 cells, RSV-induced CPE inhibition; higher % means a stronger effect; 310,000 compounds, 0.13% hits; one-dose CPE inhibition, % at 10 µM; IC50 in µM for titrated hits; in the data active = a potency from the dose series; also: strong numbers were not always called active
Salmonella PhoP GFP: PhoP-dependent GFP reporter repression – Salmonella Typhimurium, primary screen (AID 1863). S. Typhimurium PhoP-regulated promoter GFP reporter, 4 h; higher % means a stronger effect. one-dose inhibition, % at 50 µM; IC50 in µM for titrated hits. 300,000 compounds, 0.16% hits;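 active = inhibition over 29.93%, a cutoff 3 SD above the screen mean, later confirmed by dose response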;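 also: 0% = low Mg2+ inducing control and 100% = high Mg2+ repressing control; strong numbers were not always called active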
GPR35 arrestin U2OS: GPR35 antagonists blocking zaprinast-driven arrestin recruitment, primary screen, imaging, U2OS, beta-arrestin-GFP, zaprinast agonist (AID 2058); U2OS GPR35 beta-arrestin-GFP translocation imaging, zaprinast antagonism; higher % means a stronger effect; inhibition, % at 10 µM, or IC50 in µM where a hit was titrated; 290,000 compounds, 0.052% hits;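 active = inhibition of at least 50% with at least 30 cells and total cytoplasm GFP at most 10,000,000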
West Nile antiviral: inhibition of WNV-induced cytopathic effect – cell-based, CPE readout (AID 1621) | West Nile virus-infected cells, CPE inhibition; higher % means a stronger effect | one-dose CPE inhibition, % at 10 µM; IC50 in µM for titrated hits | 290,000 compounds, 0.02% hits; in the data active = a potency from the dose series; also: strong numbers were not always called active
LYP inhibition: inhibitors of LYP phosphatase, biochemical, fluorescence intensity, uHTS (AID 1779). recombinant LYP phosphatase, fluorescence intensity; higher % means a stronger effect. inhibition, % at 11.5 µM; hits with a dose series show IC50 in µM. 290,000 compounds, 0.054% hits; in the data active = inhibition above about 50%;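 also: plate controls were vehicle with enzyme for no effect and no enzyme for full effect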
Large T inhibition: SV40 large T antigen inhibitors, biochemical (AID 1903); SV40 large T antigen ATPase/helicase inhibition assay; higher % means a stronger effect; one-dose inhibition, % at 20 µM; IC50 in µM for titrated hits; 310,000 compounds, 0.39% hits; in the data active = a potency from the dose series; also: strong numbers were not always called active
ER stress rescue: rescue of cells from ER stress-induced death, primary screen, 384-well, CSM14.1, thapsigargin, ATP luminescence (AID 1222) | CSM14.1 thapsigargin-induced death rescue, ATP luminescence; higher % means a stronger effect | cellular ATP content (survival), % at 20 µM; hits with a dose series show EC50 in µM | 190,000 tested, under 10 active;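 active = EC50 below 50 µM in the dose-response confirmation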;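 also: death triggered by thapsigargin at about 15 µM added after 2 h compound pretreatment; cell ATP read after overnight thapsigargin exposure of roughly 18 to 22 hours; normalized against plate controls of thapsigargin alone and 5% DMSO vehicle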
MgcRacGAP inhibition: MgcRacGAP GTPase-activating activity inhibitors, confirmation, biochemical, ADP Hunter fluorescence | MgcRacGAP-stimulated Rac1 GTP hydrolysis, ADP Hunter fluorescence; higher % means a stronger effect; GST-tagged Rac1 F28L mutant substrate | one-dose inhibition, % at 30 µM; IC50 in µM for titrated hits | 340,000 compounds, 0.6% hits;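 active = first-screen hits whose inhibition reached a set limit at any dose in the follow-up dose series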;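 also: fluorescence reports GDP produced by GAP-driven GTP hydrolysis; strong numbers were not always called active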
NS5 inhibitors pilot replicate: also measured in NS5 inhibitors; calls as there; inhibition, %; measured here: pilot screen replicate inhibition
* = called active by the depositor.

`Cc1nc2ccc(NC(=O)c3ccc4ccccc4n3)cc2s1` gave NS5 inhibitors -1%, RSV CPE inhibition 3.1%, Salmonella PhoP GFP -6%, GPR35 arrestin U2OS -8%, West Nile antiviral 0.3%, LYP inhibition -1%, Large T inhibition -1%, ER stress rescue -1.5% and MgcRacGAP inhibition 5%.
For CCCN1CN(Cc2ccccc2)CC2=C1CC(C)(C)CC2=O the results were NS5 inhibitors 11%, RSV CPE inhibition 2.2%, Salmonella PhoP GFP 2%, GPR35 arrestin U2OS 12%, West Nile antiviral -0.4%, LYP inhibition -7%, Large T inhibition 1%, ER stress rescue -0.6% and MgcRacGAP inhibition 3%.
O=C(NNC(=O)C1CC1)c1cc2cc3ccccc3nc2s1 was read as NS5 inhibitors -5%, RSV CPE inhibition 0.7%, Salmonella PhoP GFP -1%, GPR35 arrestin U2OS -6%, West Nile antiviral -0.6%, LYP inhibition -4%, Large T inhibition 19%, ER stress rescue -1.3% and MgcRacGAP inhibition 11%.
N#Cc1c(NC(=O)CSc2n[nH]c(N)n2)oc(-c2ccccc2)c1-c1ccccc1 was read as NS5 inhibitors -1%, RSV CPE inhibition 6.1%, Salmonella PhoP GFP 4%, GPR35 arrestin U2OS -3%, West Nile antiviral 1.1%, LYP inhibition -1%, Large T inhibition 3%, ER stress rescue 3.6% and MgcRacGAP inhibition 13%.
Screening COc1ccc(OC)c(C2=C/C(=C/c3ccccn3)C(=O)O2)c1 returned NS5 inhibitors -23%, RSV CPE inhibition 0.8%, Salmonella PhoP GFP -13%, GPR35 arrestin U2OS -4%, West Nile antiviral -0.5%, LYP inhibition 3%, Large T inhibition -6%, ER stress rescue -0.3% and MgcRacGAP inhibition 1%.
COC(=O)c1ccc(CN2C(=O)c3ccccc3C2=O)o1 was read as NS5 inhibitors -7%, RSV CPE inhibition 0.4%, Salmonella PhoP GFP -3%, GPR35 arrestin U2OS 1%, West Nile antiviral 1.8%, LYP inhibition 0%, Large T inhibition 10% and MgcRacGAP inhibition 4%.
Screening Nc1cccc(-c2cn3cc(C(F)(F)F)cc(Cl)c3n2)c1 returned NS5 inhibitors -5%, RSV CPE inhibition 13%, Salmonella PhoP GFP 2%, GPR35 arrestin U2OS -9%, West Nile antiviral -0.7%, LYP inhibition 2%, Large T inhibition -1%, ER stress rescue -4.0% and MgcRacGAP inhibition 8%.
Screening N#C/C(=C\Nc1ccc(Cl)cc1)S(=O)(=O)c1ccccn1 returned NS5 inhibitors 4%, RSV CPE inhibition 5.1%, Salmonella PhoP GFP -3%, GPR35 arrestin U2OS -9%, West Nile antiviral 0.1%, LYP inhibition 0%, Large T inhibition 9% and MgcRacGAP inhibition 1%.
COc1cc(/C=N/N2CCN(C3c4ccccc4-c4ccccc43)CC2)cc(OC)c1OC was read as NS5 inhibitors -1%, RSV CPE inhibition 8.2%, Salmonella PhoP GFP 6%, GPR35 arrestin U2OS -7%, West Nile antiviral 3.1%, LYP inhibition -1%, Large T inhibition -1%, ER stress rescue -1.4% and MgcRacGAP inhibition -3%.
CCOC(=O)COc1ccc(/C=C2/C(=O)NN(c3ccc(F)cc3)C2=O)cc1OC was read as NS5 inhibitors 29%, RSV CPE inhibition -0.9%, Salmonella PhoP GFP 14%, GPR35 arrestin U2OS -4%, West Nile antiviral -0.3%, LYP inhibition -9%, Large T inhibition 15% and MgcRacGAP inhibition 2%.
`CCC(C)NS(=O)(=O)c1ccc(NC(=O)c2cccs2)cc1` (centres undefined) gave NS5 inhibitors -6%, RSV CPE inhibition 1.9%, Salmonella PhoP GFP -3%, GPR35 arrestin U2OS 16%, West Nile antiviral -1.3%, LYP inhibition -5%, Large T inhibition -2%, ER stress rescue -0.3% and MgcRacGAP inhibition 1%.
Screening COc1ccccc1NC(=S)NC1CCCC1 returned NS5 inhibitors -5%, RSV CPE inhibition 0.5%, Large T inhibition 13% and MgcRacGAP inhibition 5%.

3 compounds out of the list, ordered by count of non-hydrogen atoms, smallest number first.
Screening Nc1cccc(-c2cn3cc(C(F)(F)F)cc(Cl)c3n2)c1 returned NS5 inhibitors -5%, RSV CPE inhibition 13%, Salmonella PhoP GFP 2%, GPR35 arrestin U2OS -9%, West Nile antiviral -0.7%, LYP inhibition 2%, Large T inhibition -1%, ER stress rescue -4.0% and MgcRacGAP inhibition 8%.
`CCC(C)NS(=O)(=O)c1ccc(NC(=O)c2cccs2)cc1` (centres undefined) gave NS5 inhibitors -6%, RSV CPE inhibition 1.9%, Salmonella PhoP GFP -3%, GPR35 arrestin U2OS 16%, West Nile antiviral -1.3%, LYP inhibition -5%, Large T inhibition -2%, ER stress rescue -0.3% and MgcRacGAP inhibition 1%.
Screening COc1ccc(OC)c(C2=C/C(=C/c3ccccn3)C(=O)O2)c1 returned NS5 inhibitors -23%, RSV CPE inhibition 0.8%, Salmonella PhoP GFP -13%, GPR35 arrestin U2OS -4%, West Nile antiviral -0.5%, LYP inhibition 3%, Large T inhibition -6%, ER stress rescue -0.3% and MgcRacGAP inhibition 1%.

The results go on:
`COc1ccc(-c2csc(NC(=O)c3ccc(OCC(=O)N4CCOCC4)c(OC)c3)n2)cc1OC` gave NS5 inhibitors -5%, RSV CPE inhibition 7.5%, Salmonella PhoP GFP -8%, GPR35 arrestin U2OS -22%, West Nile antiviral -0.5%, LYP inhibition 13%, Large T inhibition 0%, ER stress rescue -0.3% and MgcRacGAP inhibition 6%.
N#Cc1ccc(C23CC4(C2)[C@H](CN(P(=O)(c2ccccc2)c2ccccc2)[C@@H]4c2ccccc2)C3c2ccc(Cl)nc2)cc1 (some centres undefined) was read as NS5 inhibitors -2%, RSV CPE inhibition -1.6%, Salmonella PhoP GFP 0%, GPR35 arrestin U2OS 2%, West Nile antiviral -0.7%, LYP inhibition 4%, Large T inhibition 6% and MgcRacGAP inhibition 0%.
For Cn1c(-c2ccccc2)cnc1SCc1nc2ccccc2c(=O)[nH]1 the results were NS5 inhibitors -7%, RSV CPE inhibition 20%, Salmonella PhoP GFP 15%, GPR35 arrestin U2OS -6%, West Nile antiviral -1.4%, LYP inhibition 4%, Large T inhibition 0%, ER stress rescue -5.3%, MgcRacGAP inhibition 10% and NS5 inhibitors pilot replicate -1.8.
For Cc1cccc(OCCCC(=O)Nc2ccc(S(=O)(=O)N3CCCC3)cc2)c1 the results were NS5 inhibitors 4%, RSV CPE inhibition 4.6%, Salmonella PhoP GFP 16%, GPR35 arrestin U2OS 8%, West Nile antiviral -0.2%, LYP inhibition 10%, Large T inhibition 11%, ER stress rescue 1.7% and MgcRacGAP inhibition 5%.
CC1Cc2ccccc2N1C(=O)CSc1nnc2c(n1)[nH]c1ccc(F)cc12 (centres undefined) was read as NS5 inhibitors 6%, RSV CPE inhibition 15%, Salmonella PhoP GFP -8%, GPR35 arrestin U2OS -28%, West Nile antiviral 1.2%, LYP inhibition 2%, Large T inhibition 10%, ER stress rescue 0.1% and MgcRacGAP inhibition 9%.
COc1ccc(OC)c(NC=C2C(=O)OC3(CCCCC3)OC2=O)c1 was read as NS5 inhibitors -5%, RSV CPE inhibition -0.8%, Salmonella PhoP GFP 9%, GPR35 arrestin U2OS -6%, West Nile antiviral 0.2%, LYP inhibition -3%, Large T inhibition -8%, ER stress rescue 3.6%, MgcRacGAP inhibition 11% and NS5 inhibitors pilot replicate 1.5.
COc1ccc(NC(=S)NC2CCCCC2)cn1 was read as NS5 inhibitors 4%, RSV CPE inhibition 0.5%, Salmonella PhoP GFP -7%, GPR35 arrestin U2OS -4%, West Nile antiviral -0.8%, LYP inhibition -9%, Large T inhibition 2%, ER stress rescue 0.5% and MgcRacGAP inhibition 1%.
Screening CCCCCOCC(O)CCC(=O)NN (centres undefined) returned NS5 inhibitors 0%, RSV CPE inhibition -2.2%, Salmonella PhoP GFP 2%, GPR35 arrestin U2OS 14%, West Nile antiviral 0.4%, LYP inhibition -6%, Large T inhibition 13%, ER stress rescue 1.3% and MgcRacGAP inhibition 11%.
COCCn1c(=O)c2c(nc3n2CCCN3Cc2ccccc2)n(C)c1=O was read as NS5 inhibitors -8%, RSV CPE inhibition 5.0%, Salmonella PhoP GFP -4%, GPR35 arrestin U2OS 8%, West Nile antiviral -0.7%, LYP inhibition -8%, Large T inhibition 8% and MgcRacGAP inhibition 17%.
`O=C(O)CSC1CC(=O)N(c2ccc(Br)cc2)C1=O` (centres undefined) gave NS5 inhibitors -5%, RSV CPE inhibition 0.5%, Salmonella PhoP GFP -5%, GPR35 arrestin U2OS 22%, West Nile antiviral -0.2%, LYP inhibition -10%, Large T inhibition 10% and MgcRacGAP inhibition 6%.
Cc1ccc(S(=O)(=O)N(Cc2cccc(Cl)c2)C(=O)N2CCN(C)CC2)cc1 was read as NS5 inhibitors 0%, RSV CPE inhibition 1.2%, Salmonella PhoP GFP 3%, Large T inhibition 1% and MgcRacGAP inhibition 1%.
`Cc1[nH]nc(N2CCCCC2)c1[N+](=O)[O-]` gave NS5 inhibitors -2%, RSV CPE inhibition 1.6%, Salmonella PhoP GFP 8%, GPR35 arrestin U2OS -7%, West Nile antiviral 0.1%, LYP inhibition -1%, Large T inhibition -1%, ER stress rescue -2.1% and MgcRacGAP inhibition 8%.
`COc1ccc(Cl)cc1NC(=O)CC(=O)Nc1cc(Cl)ccc1OC` gave NS5 inhibitors -3%, RSV CPE inhibition 2.3%, Salmonella PhoP GFP -4%, GPR35 arrestin U2OS 1%, West Nile antiviral -1.0%, LYP inhibition -6%, Large T inhibition 7% and MgcRacGAP inhibition 3%.
Screening O=C(COc1cccnc1[N+](=O)[O-])Nc1ccc2c(c1)OC(F)(F)O2 returned NS5 inhibitors -2%, RSV CPE inhibition 2.9%, Salmonella PhoP GFP 2%, GPR35 arrestin U2OS -8%, West Nile antiviral -0.1%, LYP inhibition -10%, Large T inhibition 7%, ER stress rescue 12% and MgcRacGAP inhibition 9%.
For CC1Cc2ccccc2N1C(=O)COC(=O)CSc1ccc(F)cc1 (centres undefined) the results were NS5 inhibitors 4%, RSV CPE inhibition -1.5%, Salmonella PhoP GFP 9%, Large T inhibition 6% and MgcRacGAP inhibition 1%.
COc1ccc(C2=NC(c3ccccc3)CO2)cc1 (centres undefined) was read as RSV CPE inhibition 0.5%, Salmonella PhoP GFP -4%, GPR35 arrestin U2OS -16%, West Nile antiviral -0.5%, LYP inhibition -3%, Large T inhibition 9% and ER stress rescue -1.5%.
O=C(O)c1ccc(NC(=O)c2cn(-c3ccccc3)nc2-c2ccc(Br)cc2)cc1 was read as NS5 inhibitors 1%, RSV CPE inhibition 61%, Salmonella PhoP GFP -13%, GPR35 arrestin U2OS -11%, West Nile antiviral 0.2%, LYP inhibition 8%, Large T inhibition 4%, ER stress rescue -1.3% and MgcRacGAP inhibition 5%.
For c1csc(-c2cnc3n2CCCC3)c1 the results were NS5 inhibitors -3%, RSV CPE inhibition 1.8%, GPR35 arrestin U2OS 2%, West Nile antiviral -0.1%, LYP inhibition -7%, ER stress rescue -1.8% and MgcRacGAP inhibition 11%.

Compound activity: PubChem BioAssay, several laboratories
